BL2 CD40 inh: inhibitors of CD40-induced NF-kB signaling, primary screen, BL2 cells, luciferase reporter, single point | AID 1053188, 2014 | CD40L-induced, 4 h | inhibition, % at 10 µM | 0.94% of 83,000 active;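 active = mean inhibition of at least 50% with a set share of replicates also reaching that level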;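 also: 0% = neutral control wells and 100% = IKK inhibitor VII at 50 µM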
An asterisk follows results filed as active; & = joins results of further samples; [ ] = another dose, or the depositor's remark.

Preview:
# | smiles | BL2 CD40 inh
1 | O=C(CC1CCS(=O)(=O)C1)Nc1ccc[nH]c1=O (stereo not given) | 7
2 | O=C(Nc1cccc(C2OCCCO2)c1)c1cccs1 | -5
3 | O=C(CN1CCCCCC1)Nc1ccccc1Oc1ccccc1 | 19

All compounds of this part (from the top)
# | smiles | BL2 CD40 inh
1 | O=C(CC1CCS(=O)(=O)C1)Nc1ccc[nH]c1=O (stereo not given) | 7
2 | O=C(Nc1cccc(C2OCCCO2)c1)c1cccs1 | -5
3 | O=C(CN1CCCCCC1)Nc1ccccc1Oc1ccccc1 | 19
4 | C[C@@H]1CN([C@@H](C)CO)C(=O)Cc2cc(N(C)C)ccc2O[C@H]1CN(C)Cc1ccc(-c2ccccc2)cc1 | 25[25 µM]
5 | COc1ccc(C(=O)NCc2nnc(SCC(=O)c3ccccc3)n2C)cc1OC | -13
6 | CCOC(=O)N1CCN(C(=O)C2CCC(=O)N(CCCc3ccccc3)C2)CC1 (stereo not given) | 9
7 | CCn1cc(CN2CCCC(CNC(=O)COc3ccccc3OC)C2)c(C)n1 (stereo not given) | 3
8 | O=C(NCc1cccs1)C1CCN(S(=O)(=O)c2cccs2)CC1 | 1
9 | CC(NC(=O)c1ccccc1)C(=O)N/N=C/c1ccccc1 (stereo not given) | 8
10 | COc1cccc(S(=O)(=O)N(C)C[C@@H]2OCc3cnnn3CCCC(=O)N([C@@H](C)CO)C[C@H]2C)c1 | -8[25 µM]
11 | O=C(C1CCCN1S(=O)(=O)c1cccc2nsnc12)N1CCCCC1 (stereo not given) | 9
12 | O=C(NN=Cc1ccccc1Cl)c1ccccc1 | -33
13 | COc1cc2c(C(=O)O)c(C)n(-c3ccccc3)c2c2ccccc12 | 5
14 | CC1CCN(C(=O)C2CCCN(S(=O)(=O)c3cccc4nsnc34)C2)CC1 (stereo not given) | 4
15 | C[C@H](CO)N1C[C@H](C)[C@H](CN(C)Cc2ccccc2)OCc2ccccc2-c2ccccc2C1=O | 11
16 | CCOc1cc(N2CCOCC2)c(OCC)cc1NC(=O)COC(=O)[C@@H]1CCCN1S(=O)(=O)c1ccccc1F | -7
17 | CC(=O)Nc1cc([N+](=O)[O-])ccc1OCc1ccccc1 | 9
18 | CCCCn1c(CCCNC(=O)CC)nc2ccccc21 | 4
19 | Cc1onc(-c2ccccc2)c1C(=O)c1c[nH]c(C(=O)NCCCN2CCOCC2)c1 | 15
20 | O=C(Nc1ncc(S(=O)(=O)c2ccc([N+](=O)[O-])cc2)s1)c1cccnc1 | -11
21 | C[C@H]1CCCCO[C@@H](CN(C)C(=O)C2CCCCC2)[C@@H](C)CN([C@@H](C)CO)C(=O)c2cc(NS(=O)(=O)c3ccccc3)ccc2O1 | 10[25 µM]
22 | Cn1c(=O)c2c(nc(NCc3ccc4c(c3)OCO4)n2Cc2ccccc2)n(C)c1=O | 15
23 | CCOc1ccc(C(=O)NCC(=O)NCC(c2cccs2)N2CCOCC2)cc1 (stereo not given) | -2
24 | Nn1c(SC/C=C/c2ccccc2)nnc1-c1ccccn1 | -2
25 | C/C(=N\NC(=O)c1ccccc1[N+](=O)[O-])c1ccc(Br)s1 | -4
26 | CCSc1nnc(-c2ccncc2)n1Cc1ccccc1 | 3
27 | CC(C)Cn1c(N)c(C(=O)CSc2ncccn2)c(=O)n(C)c1=O | 5
28 | Cc1cc(C(=O)N/N=C/c2c[nH]c3ccccc23)c(C)o1 | -34
29 | CCCN(Cc1cc(=O)[nH]c2ccccc12)C(=O)CC | 2
30 | Cc1cccc(S(=O)(=O)N2C[C@@H]3N[C@H](C2)C3c2ccc(-c3cccnc3)cc2)c1 (stereo not given in full) | -3&6
31 | O=C(Nc1ccc(F)cc1)N1C[C@H]2[C@@H](c3ccccc31)[C@@H](CO)N2Cc1ccccc1Cl | -12[25 µM]
32 | Cc1nc2cc(NC(=O)c3ccc(Br)s3)ccc2s1 | -58
33 | CN(C)CC(=O)N1[C@H](CO)[C@H](c2ccc(-c3cccc(C(=O)N(C)C)c3)cc2)[C@@H]1C#N | 9[25 µM]
34 | O=C(Cc1coc2ccc3ccccc3c12)N1CCCC1 | -2
35 | O=[N+]([O-])c1ccc(N2CCN(S(=O)(=O)Cc3ccccc3)CC2)cc1N1CCOCC1 | 7
36 | CCCCN(C(=O)CCC(=O)OCC(=O)NCc1ccccc1)c1c(N)n(CCC)c(=O)[nH]c1=O | 5
37 | Cc1ccc(S(=O)(=O)N(C)C[C@@H]2OCCCC[C@H](C)Oc3ccc(NS(=O)(=O)c4ccc(F)cc4)cc3C(=O)N([C@@H](C)CO)C[C@@H]2C)cc1 | 11
38 | CCOC(=O)C1(CCc2ccccc2)CCN(Cc2cccc3nccnc23)CC1 | 24
39 | CC(=O)N1[C@@H](CO)[C@H](c2ccccc2)[C@@H]1CN(C)S(=O)(=O)c1ccccc1 | 9[25 µM]
40 | COc1cccc(OC)c1OCCCCc1c(C)n[nH]c1C | 8
41 | Cc1ccc(S(=O)(=O)Nc2c(C)nn(C)c2C)cc1C | 15
42 | CN1[C@@H]2c3ccc(/C=C/c4ccccc4)c(=O)n3C[C@H]1[C@H](CO)[C@H]2C(=O)NC1CCCC1 | -13
43 | COc1nc2ccccc2nc1CCC(=O)O | 3
44 | N#CCCN1CCC(N)=NC1=NC#N | -1
45 | COC(=O)CCC(=O)Nc1sc2c(c1C#N)CCCC2 | -42
46 | O=C(O/N=C1\CCS(=O)(=O)c2sccc21)c1ccccc1 | -74
47 | NC(=NCc1ccco1)NC(=O)c1ccccc1 | -21
48 | N/C(=N\OC(=O)CCCOc1ccc(Cl)cc1Cl)c1ccncc1 | -8
49 | Cn1c(=O)c2c(-c3ccccc3)n(CCCN3CCOCC3)cc2n(C)c1=O | 14
50 | O=C1Cn2c(nc3ccccc32)N1c1ccccc1F | -15

Values in list order from the entries so far:
BL2 CD40 inh, compounds 36–47 → 5, 11, 24, 9[25 µM], 8, 15, -13, 3, -1, -42, -74, -21

Other structures
# | smiles | BL2 CD40 inh
51 | O=C(CN1CCOCC1)N1C[C@@H]2N[C@H](C1)C2c1ccc(-c2ccccc2)cc1 (stereo not given in full) | 5&-5
52 | CSc1nnc(NC(=O)c2nc(S(=O)(=O)Cc3ccccc3)ncc2Cl)s1 | 102*
53 | Cc1cc(C)n(-c2ccc(C(=O)Nc3ccccc3N3CCOCC3)cc2)n1 | -1
54 | O=C(OCCNc1nc(-c2ccccc2)nc2ccccc12)c1ccncc1 | 2
55 | Cc1nn(C)c(C)c1NS(=O)(=O)c1c(C)n[nH]c1C | 9
56 | OC[C@@H]1[C@@H](c2ccccc2)C2(CN(CC3CC3)C2)N1Cc1ccc(F)cc1 | 27[25 µM]
57 | COc1cc(C(=O)ON=C2C3CC4CC(C3)CC2C4)cc(OC)c1OC | -7
58 | CC12CC3(C)CC(C)(C1)CC(C(=O)NCc1ccccn1)(C2)C3 | 11
59 | Cc1ccc2sc(N(CCCN(C)C)C(=O)c3ccc(S(=O)(=O)N4CCCCCC4)cc3)nc2c1C | 22
60 | CC(C)C#Cc1ccc([C@@H]2[C@@H](CO)N3C(=O)CN(C(=O)NC4CCCCC4)C[C@H]23)cc1 | 3
61 | COc1ccc(S(=O)(=O)N2CCOCC2)cc1NC(=O)/C=C/c1ccc(F)cc1 | -10
62 | CC(OC(=O)c1cccc(-n2cnnn2)c1)c1nc2ccccc2c(=O)[nH]1 (stereo not given) | -3
63 | COCCNCC(=O)NC12CC3CC(CC(C3)C1)C2 | 7
64 | O=C1CN(C(=O)NCC(=O)N2CCCC2)c2ccccc2N1 | 3
65 | Cc1cc(=O)c2ccccc2[nH]1 | 8
66 | CCC(=O)N1CCCCN2[C@H](CO)[C@H](c3ccc(-c4cccnc4)cc3)[C@H]2C1 | 5[25 µM]
67 | Oc1cccc(C=NNc2ccccn2)c1 | -32
68 | COC(=O)c1ccc(COc2ncnc3ccccc23)o1 | 4
69 | COc1ccc(Oc2nc(-c3ccccc3)ncc2C(=O)O)cc1 | 1
70 | Fc1cccc(CN(C2=NCCN2)c2c(Cl)cccc2Cl)c1 | 7
71 | COc1cccc(C(=O)N2C[C@H]3[C@@H](c4ccccc42)[C@@H](CO)N3Cc2ccccc2F)c1 | 0[25 µM]
72 | Cc1ccc(S(=O)(=O)N2CCCCCC2)cc1C(=O)Nc1cccnc1 | 4
73 | CCCn1c(NC(=O)c2cccc(S(=O)(=O)N3CCCC3)c2)nc2ccccc21 | 90*
74 | Cc1csc(NC(=O)c2ccc(N3CCCC3=O)cc2)n1 | 92*
75 | COc1ccccc1CCNC(=O)C1CCCO1 (stereo not given) | 1

BL2 CD40 inh: hit marks shown above
# | smiles | BL2 CD40 inh
52 | CSc1nnc(NC(=O)c2nc(S(=O)(=O)Cc3ccccc3)ncc2Cl)s1 | 102*
73 | CCCn1c(NC(=O)c2cccc(S(=O)(=O)N3CCCC3)c2)nc2ccccc21 | 90*
74 | Cc1csc(NC(=O)c2ccc(N3CCCC3=O)cc2)n1 | 92*

Next section.
# | smiles | BL2 CD40 inh
76 | CC(C)(C)c1ccc(OCC(=O)N/N=C/c2ccc(N3CCOCC3)cc2)cc1 | 0
77 | NC(=O)C1(N2CCCCC2)CCN(C(=O)c2cccs2)CC1 | 3
78 | C/C=C/c1ccc([C@@H]2[C@H](CO)N(C(=O)Cc3ccncc3)[C@H]2CNC(C)=O)cc1 | 10
79 | COc1ccc([C@H]2C/C=C\C[C@@H](c3cccc(Cl)c3)NC(=O)[C@H](c3ccccc3)CC(=O)N2)c(OC)c1 | 6[25 µM]
80 | Cn1c(=O)n(C)c2cc(NC(=O)C(F)(F)F)ccc21 | 19
81 | O=C(NC1CCCC1)[C@@H]1[C@@H](CO)[C@@H]2Cn3c(cccc3=O)[C@H]1N2CC1CCCC1 | 6[25 µM]
82 | Cc1cc(NC(=O)c2cc(-c3ccncc3)nc3c(C)cccc23)no1 | 6
83 | Cc1nc2ccccc2c2c1C(=O)N(CCC1=CCCCC1)C2=O | 7
84 | Cc1ccc(O)c(/C=N/NC(=O)CN2CCCC2)c1 | -5
85 | Cc1cc(NC(=O)c2cccc(S(=O)(=O)N3CCCCCC3)c2)n(-c2ccccn2)n1 | 2
86 | Cc1c(C(=O)NCc2ccccn2)oc2ccccc12 | -59
87 | CCc1nc2ccccc2c(C(=O)O)c1C | 4
88 | CC(C)[C@H](NC(=O)NCCc1ccccc1)C(=O)O | 2
89 | Cn1c(N=Cc2ccc([N+](=O)[O-])cc2)c(N)c(=O)n(C)c1=O | 4
90 | COc1ccc(NC(=O)Cc2nc3ccccc3[nH]2)cc1 | -23
91 | C[C@H]1CN([C@@H](C)CO)S(=O)(=O)c2ccc(-c3ccccc3)cc2O[C@@H]1CN(C)Cc1cncnc1 | 11[25 µM]
92 | CN(C)C(=O)c1cccc(-c2ccccc2[C@H]2[C@@H](CO)N(C(=O)C3CCC3)[C@H]2C#N)c1 | -8[25 µM]
93 | O=C(NC1CCS(=O)(=O)C1)C1CCCCN1S(=O)(=O)c1ccc(Cl)cc1 (stereo not given) | 2
94 | O=C(Nc1ccc(F)cc1)N1CCn2c(nc3ccccc32)C1 | -17
95 | CC(C)(C)c1nc(SCC(=O)N2CC(=O)Nc3ccccc32)c2ccccc2n1 | 16
96 | CC(OC(=O)c1ccc(Cl)nc1)C(=O)NCc1ccc2c(c1)OCO2 (stereo not given) | 1
97 | COC(=O)c1ccccc1NC(=O)N1c2ccccc2Sc2ccccc21 | -2
98 | Cc1ccc(S(=O)(=O)N(CC(=O)N2CCOCC2)CC(=O)N2CCOCC2)cc1 | 11
99 | CC(=O)NC(CC(=O)N(C)C1CCCCC1)c1ccccc1 (stereo not given) | 8
100 | CCN(CCCNC(=O)c1ccc2c(c1)NC(=O)CN2C)c1cccc(C)c1 | 36
101 | COCCn1c(C)cc(C(=O)COc2nc3ccccc3nc2C)c1C | 10
102 | CC(=O)c1c(C)[nH]c(C(=O)Nc2ccccn2)c1C | -42
103 | O=C(C1CC1)N1N=C(c2ccccc2)CC1(O)C(F)(F)F (stereo not given) | 7
104 | CCn1c(N)c(Br)c(=O)[nH]c1=O | 12
105 | CN1C(=O)c2cc(NC(=O)C3CC3)ccc2OC[C@@H]2O[C@@H](CC(=O)O)CC[C@H]21 | 14
106 | CCS(=O)(=O)NCCCc1ccccc1 | -2
107 | COc1ccccc1NC(=O)N1C[C@H](O)COC[C@H]2O[C@@H](CC(=O)N3CCC(Cc4ccccc4)CC3)CC[C@@H]21 | 14[25 µM]
108 | CCCCn1cnc2cc(NCc3ccncc3)ccc21 | 1
109 | Cc1cc(C)c2nc(C(F)(F)F)nc(NCCCN3CCCC3=O)c2c1 | 3
110 | O=C(N/N=C/c1ccc(N2CCOCC2)o1)c1cccc(C(F)(F)F)c1 | 4
111 | Cc1ccccc1-c1ccc([C@H]2[C@@H](CO)N3C(=O)CN(C(=O)c4ccncc4)C[C@H]23)cc1 | -7[25 µM]
112 | COc1ccc(NC(=O)CN(C)C(=O)Cc2ccc(S(=O)(=O)N3CCOCC3)s2)cc1 | -20
113 | Cc1cc(C(=O)COC(=O)c2ccc3c(c2)OCO3)c(C)n1CC1CCCO1 (stereo not given) | -32
114 | C[C@@H]1CN([C@H](C)CO)C(=O)CCCn2nncc2CO[C@@H]1CN(C)C(=O)NC1CCCCC1 | -5
115 | CN1CCN(S(=O)(=O)c2cccc(C(=O)Nc3sccc3C(N)=O)c2)CC1 | 9
116 | CC(=O)OC(C(=O)N1CCOCC1)c1c(F)cccc1F (stereo not given) | 0
117 | CC1CCCCN1CC(=O)NC(c1ccccc1)c1ccccc1 (stereo not given) | 9
118 | CCCSc1nc2ccccc2n1CC(=O)O | 8
119 | O=C(NCC1CCCO1)c1ccc2c(c1)N(Cc1ccc(F)cc1)CCS2 (stereo not given) | -5
120 | COc1ccc(C2=NNC(c3cccnc3)=Nc3ccc(OC)cc32)cc1 | 5
121 | COc1ccccc1C(C)NC(=O)c1ccc(NC(=O)CC2SC(N3CCCC3)=NC2=O)cc1 (stereo not given) | 5

Source: PubChem BioAssay (Broad Institute)

The list is partial, so the mix of outcomes need not match the whole.
